From PubChem BioAssay
S1P2 ag: activates the human S1P2 receptor; activation, % at 4.5 µM; S1P2-expressing cell line, agonist reporter read-out; O95136; 97,000 compounds, 0.46% hits; AID 729; in the data active = activation above about 16%;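 note: 0% = vehicle low control and 100% = maximal reference agonist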
PostGolgi yeast: growth inhibition of a yeast mutant, post-Golgi transport screen | inhibition, % at 10 µM | post-Golgi transport phenotypic cell assay | 98,000 compounds, 0.9% hits | AID 739;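 note: yeast cells grown in 1536-well plates; yeast grown about 18 h at 30C before absorbance read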
DAT uptake mod: changed human dopamine transporter uptake under cocaine IC80; Q01959; LLC-PK1 hDAT cells, [14C]-dopamine uptake with cocaine IC80; actives deviate in either direction; B-score at 10 µM; 110,000 compounds, 1.3% hits;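 active = Z score or B-score, a plate-position-corrected score, falls beyond the plate's 99.7% confidence bounds, in either direction; inactive = both scores lie inside the 99.7% bounds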;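 note: scored against the spread of the other compound wells on the same plate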
Target sequence (Q01959 whole entry, looked up): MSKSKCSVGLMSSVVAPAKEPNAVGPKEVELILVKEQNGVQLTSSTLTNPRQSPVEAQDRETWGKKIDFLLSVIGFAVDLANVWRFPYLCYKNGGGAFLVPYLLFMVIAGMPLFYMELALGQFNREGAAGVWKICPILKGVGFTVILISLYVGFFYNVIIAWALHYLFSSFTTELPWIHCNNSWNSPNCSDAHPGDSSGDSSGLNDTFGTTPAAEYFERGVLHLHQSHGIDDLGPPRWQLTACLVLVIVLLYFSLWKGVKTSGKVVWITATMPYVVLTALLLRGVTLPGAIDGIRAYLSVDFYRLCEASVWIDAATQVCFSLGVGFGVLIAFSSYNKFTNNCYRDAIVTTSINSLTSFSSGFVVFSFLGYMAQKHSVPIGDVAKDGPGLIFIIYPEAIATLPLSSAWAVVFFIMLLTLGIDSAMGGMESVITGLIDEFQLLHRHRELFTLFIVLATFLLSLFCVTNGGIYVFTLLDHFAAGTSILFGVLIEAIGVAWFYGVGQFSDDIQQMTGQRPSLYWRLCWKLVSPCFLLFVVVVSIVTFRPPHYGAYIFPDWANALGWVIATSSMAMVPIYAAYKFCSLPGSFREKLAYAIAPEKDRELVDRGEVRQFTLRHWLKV
CYP2C19 activ: increases human CYP2C19 enzyme activity; P33261; recombinant CYP2C19, luciferin-H EGE luminescence; hits give high values; 0 = fully inhibited enzyme, 1 = untreated enzyme; activation factor at 5 µM; 96,000 tested, under 10 active; AID 1025;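 active = activation factor of at least 2 at 5 µM in the primary screen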;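 note: 0 = wells with 2.5 mM tranylcypromine and 1 = vehicle-only wells; values of inactives mirror those of a sister screen read the other way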
Target sequence (P33261 whole entry, looked up): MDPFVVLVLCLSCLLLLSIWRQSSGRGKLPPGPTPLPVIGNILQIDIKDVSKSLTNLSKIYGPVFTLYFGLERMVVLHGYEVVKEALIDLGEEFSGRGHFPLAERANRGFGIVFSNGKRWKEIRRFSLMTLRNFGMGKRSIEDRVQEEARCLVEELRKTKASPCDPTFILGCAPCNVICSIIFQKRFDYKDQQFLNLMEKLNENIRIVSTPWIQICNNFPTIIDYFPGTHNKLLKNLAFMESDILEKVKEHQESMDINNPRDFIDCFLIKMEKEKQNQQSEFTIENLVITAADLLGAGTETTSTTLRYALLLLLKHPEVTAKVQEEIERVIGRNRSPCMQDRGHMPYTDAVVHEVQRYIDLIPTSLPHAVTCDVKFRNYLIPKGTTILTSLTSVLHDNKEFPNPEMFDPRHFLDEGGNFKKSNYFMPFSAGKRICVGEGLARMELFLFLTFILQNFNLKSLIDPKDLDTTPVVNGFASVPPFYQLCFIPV
CYP2C19 inhib: inhibitors of human CYP2C19 | 96,000 compounds, 21% hits | CYP2C19 Supersomes, luciferin-H EGE luminescence, 30 min | inhibition, % at 5 µM | AID 778;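 active = CYP2C19 inhibition above a set limit at 5 µM in the primary screen, cut at about 50% in these data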;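 note: plate controls were negative control wells for no effect and 2.5 mM tranylcypromine positive control for full effect; values of inactives mirror those of a sister screen read the other way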
PostGolgi ctrl: inhibits growth of the yeast control strain. efflux-deficient yeast background strain, growth absorbance A615, 16 h. inhibition, % at 10 µM. 98,000 compounds, 5% hits. AID 738
sEH activator: increases human soluble epoxide hydrolase activity; activation, % at 2 µM; purified human sEH enzymatic activity, activator screen; AID 717; P34913; 91,000 compounds, 0.04% hits; in the data active = activation above about 37%; note: values of inactives mirror those of a sister screen read the other way
S1P2 antag: antagonists of human S1P2 receptor; cell-based S1P2 antagonist assay, inhibition at 5 uM; inhibition, % at 5 µM; 97,000 compounds, 0.21% hits; AID 736; in the data active = inhibition above about 45%;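 note: CRE beta-lactamase reporter cells expressing human S1P2 stimulated with S1P; 0% = agonist at EC80 alone and 100% = agonist plus reference antagonist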
sEH inh: blocks human soluble epoxide hydrolase activity | 91,000 compounds, 0.34% hits | recombinant human sEH enzymatic activity assay | inhibition, % at 2 µM; in the data active = inhibition above about 80%; note: values of inactives mirror those of a sister screen read the other way; many of its hits are not listed in these tables
Numbers without * were called inactive. Cut-off read from the data, not from the text of the source, unless noted: active = inhibition above about 30%; inactive = the rest.

Sample of the layout:
Screening CCOC(=O)C1=C(CN2CCC(C)CC2)NC(=O)NC1c1ccc(Cl)cc1 (centres undefined) returned S1P2 ag 12, PostGolgi yeast 3, DAT uptake mod 1.1, CYP2C19 activ 0.2, CYP2C19 inhib 78*, PostGolgi ctrl 6, sEH activator -34, S1P2 antag -12 and sEH inh 34.
For O=C(COC(=O)c1cc(-c2ccco2)nc2ccccc12)NCc1ccccc1 the results were S1P2 ag -2, PostGolgi yeast -2, DAT uptake mod 0.045, CYP2C19 activ 0.7, CYP2C19 inhib 33, PostGolgi ctrl 8, sEH activator 2, S1P2 antag -19 and sEH inh -4.
`Cc1cc(NC(=O)COn2nnc3ccc(Cl)cc32)no1` gave PostGolgi yeast -2, DAT uptake mod -0.16, CYP2C19 activ 0.6, CYP2C19 inhib 36 and PostGolgi ctrl 30.
For CC(C)C(NC(=O)c1cccs1)c1nnc(SCC(=O)Nc2nccs2)n1C (centres undefined) the results were S1P2 ag -10, PostGolgi yeast 7, DAT uptake mod 0.23, CYP2C19 activ 0.9, CYP2C19 inhib 6, PostGolgi ctrl -1, sEH activator 0, S1P2 antag 14 and sEH inh -3.
CN1CCN(c2nc3c(c(=O)n(C)c(=O)n3C)n2Cc2cccc3ccccc23)CC1 was read as S1P2 ag -5, PostGolgi yeast 7, DAT uptake mod 0.71, CYP2C19 activ 0.9, CYP2C19 inhib 11, PostGolgi ctrl 3, sEH activator 0, S1P2 antag 0 and sEH inh 1.
Screening N#CCCN1CCN(C(=S)c2ccc(-c3cc(Cl)ccc3Cl)o2)CC1 returned S1P2 ag 3, PostGolgi yeast 2, CYP2C19 activ 0.7, CYP2C19 inhib 30, PostGolgi ctrl 27, sEH activator 2, S1P2 antag 24 and sEH inh -2.

This part in full (from the top)
Screening CCOC(=O)C1=C(CN2CCC(C)CC2)NC(=O)NC1c1ccc(Cl)cc1 (centres undefined) returned S1P2 ag 12, PostGolgi yeast 3, DAT uptake mod 1.1, CYP2C19 activ 0.2, CYP2C19 inhib 78*, PostGolgi ctrl 6, sEH activator -34, S1P2 antag -12 and sEH inh 34.
For O=C(COC(=O)c1cc(-c2ccco2)nc2ccccc12)NCc1ccccc1 the results were S1P2 ag -2, PostGolgi yeast -2, DAT uptake mod 0.045, CYP2C19 activ 0.7, CYP2C19 inhib 33, PostGolgi ctrl 8, sEH activator 2, S1P2 antag -19 and sEH inh -4.
`Cc1cc(NC(=O)COn2nnc3ccc(Cl)cc32)no1` gave PostGolgi yeast -2, DAT uptake mod -0.16, CYP2C19 activ 0.6, CYP2C19 inhib 36 and PostGolgi ctrl 30.
For CC(C)C(NC(=O)c1cccs1)c1nnc(SCC(=O)Nc2nccs2)n1C (centres undefined) the results were S1P2 ag -10, PostGolgi yeast 7, DAT uptake mod 0.23, CYP2C19 activ 0.9, CYP2C19 inhib 6, PostGolgi ctrl -1, sEH activator 0, S1P2 antag 14 and sEH inh -3.
CN1CCN(c2nc3c(c(=O)n(C)c(=O)n3C)n2Cc2cccc3ccccc23)CC1 was read as S1P2 ag -5, PostGolgi yeast 7, DAT uptake mod 0.71, CYP2C19 activ 0.9, CYP2C19 inhib 11, PostGolgi ctrl 3, sEH activator 0, S1P2 antag 0 and sEH inh 1.
Screening N#CCCN1CCN(C(=S)c2ccc(-c3cc(Cl)ccc3Cl)o2)CC1 returned S1P2 ag 3, PostGolgi yeast 2, CYP2C19 activ 0.7, CYP2C19 inhib 30, PostGolgi ctrl 27, sEH activator 2, S1P2 antag 24 and sEH inh -2.
For COc1ccc(-n2c(Cc3cccn3C)nnc2SCC(=O)Nc2ccc(C)cc2C)cc1 the results were PostGolgi yeast -3, DAT uptake mod -0.61, CYP2C19 activ 0.7, CYP2C19 inhib 31 and PostGolgi ctrl 11.
CCOC(=O)N1CCN(C(=O)C(CC)n2nc(C)c3sc4ccccc4c3c2=O)CC1 (centres undefined) was read as S1P2 ag -7, PostGolgi yeast -2, DAT uptake mod 0.14, CYP2C19 activ 0.9, CYP2C19 inhib 9, PostGolgi ctrl 28, sEH activator 18, S1P2 antag 9 and sEH inh -20.
CCOC(=O)CSc1nc(Nc2ccc3c(c2)OCO3)c2ccccc2n1 was read as S1P2 ag -4, PostGolgi yeast -2, DAT uptake mod -0.072, CYP2C19 activ 0.1, CYP2C19 inhib 86*, PostGolgi ctrl 29, sEH activator 23, S1P2 antag -14 and sEH inh -23.
`COc1ccc(C2C(C(=O)N3CCC(C)CC3)c3ccccc3C(=O)N2C)cc1` (centres undefined) gave S1P2 ag -10, DAT uptake mod -1.2, sEH activator -2, S1P2 antag -2 and sEH inh 4.
Screening CCCn1cc(S(=O)(=O)CC(=O)NC2CCCCC2)c2ccccc21 returned S1P2 ag -6, DAT uptake mod -0.89, sEH activator -15, S1P2 antag 3 and sEH inh 18.
COc1ccc(N2C(=O)CCC(C(=O)N3CCCCC3)C2c2ccc(F)cc2)cc1 (centres undefined) was read as PostGolgi yeast 12, DAT uptake mod -0.39, CYP2C19 activ 0.9, CYP2C19 inhib 11 and PostGolgi ctrl 11.
Cc1ccccc1C(=O)Nc1cccc(NC(=O)Cn2cnc3c(=O)n(C)c(=O)n(C)c32)c1 was read as S1P2 ag -3, PostGolgi yeast -6, DAT uptake mod 1.4, CYP2C19 activ 0.9, CYP2C19 inhib 6, PostGolgi ctrl 1, sEH activator -1, S1P2 antag 17 and sEH inh 5.
COc1ccc(-c2cc(C(F)(F)F)n3nc(C(=O)N4CCOCC4)c(Cl)c3n2)cc1 was read as S1P2 ag -10, PostGolgi yeast 8, DAT uptake mod -0.71, CYP2C19 activ 1.1, CYP2C19 inhib -7, PostGolgi ctrl 8, sEH activator 10, S1P2 antag 30 and sEH inh -10.
Screening Cc1ccc(C(=O)Nc2ncc(Cc3ccccc3)s2)o1 returned S1P2 ag -4, PostGolgi yeast -7, DAT uptake mod -0.64, CYP2C19 activ 1, CYP2C19 inhib 5, PostGolgi ctrl 22, sEH activator -19, S1P2 antag -31 and sEH inh 20.
For COc1ccc(CCNC(=O)C2CCN(S(=O)(=O)c3cccc4nonc34)CC2)cc1OC the results were S1P2 ag -2, PostGolgi yeast 0, DAT uptake mod -0.21, CYP2C19 activ 0.7, CYP2C19 inhib 27, PostGolgi ctrl -3, sEH activator -14, S1P2 antag -12 and sEH inh 16.
For CCOCCCNS(=O)(=O)c1ccc(OC)c(Cl)c1Cl the results were S1P2 ag -4, DAT uptake mod 0.43, sEH activator -1, S1P2 antag 3 and sEH inh 3.
COC(=O)C1=C(C)NC(=O)C1(NS(=O)(=O)c1ccc(NC(C)=O)cc1)C(F)(F)F (centres undefined) was read as S1P2 ag -1, PostGolgi yeast 1, DAT uptake mod -0.022, CYP2C19 activ 0.6, CYP2C19 inhib 38, PostGolgi ctrl -8, sEH activator 3, S1P2 antag -6 and sEH inh -4.
`Cc1ccc2nc(Cl)c(CN(C(=O)c3cnccn3)C3CCCCC3)cc2c1` gave S1P2 ag -4, PostGolgi yeast 5, DAT uptake mod 0.63, CYP2C19 activ 1, CYP2C19 inhib -2, PostGolgi ctrl 22, sEH activator -4, S1P2 antag 19 and sEH inh 7.
`COc1ccc(-c2cc3nnc(-c4ccccc4)nc3s2)cc1` gave S1P2 ag 0, sEH activator 4, S1P2 antag -11 and sEH inh -6.
Screening O=C(NCCCN1CCCC1)Nc1cccc2ccccc12 returned S1P2 ag -5, PostGolgi yeast 14, CYP2C19 activ 1, CYP2C19 inhib 2, PostGolgi ctrl 11, sEH activator -12, S1P2 antag 31 and sEH inh 11.
COc1ccc(N2C(=O)CC(Nc3ccc(C)cc3)C2=O)cc1 (centres undefined) was read as S1P2 ag -8, PostGolgi yeast 1, DAT uptake mod 1.1, CYP2C19 activ 0.9, CYP2C19 inhib 14, PostGolgi ctrl 6, sEH activator -8, S1P2 antag -7 and sEH inh 7.
`c1ccc(-c2onc3c2CCCC3)cc1` gave S1P2 ag -1, PostGolgi yeast -7, DAT uptake mod -0.31, CYP2C19 activ 0.4, CYP2C19 inhib 58*, PostGolgi ctrl 6, sEH activator 6, S1P2 antag -11 and sEH inh -3.
For C=CCOC(=O)C1=C(C)NC(C)=C(C(=O)OCC=C)C1c1cccs1 the results were S1P2 ag -2, PostGolgi yeast 0, DAT uptake mod 1.4, CYP2C19 activ 0.2, CYP2C19 inhib 77*, PostGolgi ctrl 39*, sEH activator 8, S1P2 antag -27 and sEH inh -5.
Screening O=C(CSc1nc2ccccc2c(=O)n1Cc1ccc(C(=O)NC2CC2)cc1)NCc1ccco1 returned PostGolgi yeast -2, DAT uptake mod 0.1, CYP2C19 activ 0.7, CYP2C19 inhib 35 and PostGolgi ctrl 5.
`COc1ccc(N2C(=O)C3CCCN3C2c2ccccc2OC)cc1` (centres undefined) gave S1P2 ag -5, PostGolgi yeast -11, DAT uptake mod 0.27, CYP2C19 activ 1.1, CYP2C19 inhib -13, PostGolgi ctrl -2, sEH activator -1, S1P2 antag 24 and sEH inh 0.
Screening CC(=O)Nc1ccc(/C=N/NC(=O)c2cc3cc(C)ccc3nc2C)cc1 returned S1P2 ag -4, PostGolgi yeast 18, DAT uptake mod -0.81, CYP2C19 activ 0.8, CYP2C19 inhib 24, PostGolgi ctrl 7, sEH activator -1, S1P2 antag -8 and sEH inh 3.
COCc1cc(C)nc(SCC(=O)Nc2ccccc2C)c1C#N was read as S1P2 ag -6, PostGolgi yeast -9, DAT uptake mod -0.023, CYP2C19 activ 0.1, CYP2C19 inhib 94*, PostGolgi ctrl 0, sEH activator -17, S1P2 antag 5 and sEH inh 18.
`Clc1ccc(-c2nnc(-c3ccccc3)c(N3CCSCC3)n2)cc1` gave S1P2 ag -6, PostGolgi yeast 14, DAT uptake mod 1.4, CYP2C19 activ 0.9, CYP2C19 inhib 13, PostGolgi ctrl 27, sEH activator 14, S1P2 antag -1 and sEH inh -12.
CCCCN1CN(S(=O)(=O)c2cccs2)c2nc3ccccc3nc21 was read as S1P2 ag -4, PostGolgi yeast 8, DAT uptake mod -0.19, CYP2C19 activ 1, CYP2C19 inhib 2, PostGolgi ctrl -1, sEH activator -16, S1P2 antag -12 and sEH inh 18.
C=CCNc1sc(C(=O)C(C)(C)C)c(N)c1C#N was read as S1P2 ag 1, PostGolgi yeast -1, DAT uptake mod -0.02, CYP2C19 activ 0.9, CYP2C19 inhib 11, PostGolgi ctrl 15, sEH activator 4, S1P2 antag -16 and sEH inh -5.
Screening Cc1cccc(Nc2nc(N)nc(CSc3nccc(C)n3)n2)c1 returned S1P2 ag 0, PostGolgi yeast 2, DAT uptake mod 1.6, CYP2C19 activ 0.8, CYP2C19 inhib 18, PostGolgi ctrl 7, sEH activator -7, S1P2 antag -6 and sEH inh 5.
`N#Cc1cc(-c2ccccc2)c[nH]c1=O` gave S1P2 ag 0, PostGolgi yeast 19, DAT uptake mod 0.37, CYP2C19 activ 1.1, CYP2C19 inhib -9, PostGolgi ctrl 7, sEH activator 11, S1P2 antag 13 and sEH inh -8.
Cc1ccc2nc3c(cc(C(=O)NCC4CCCO4)c(=N)n3CCCOC(C)C)c(=O)n2c1 (centres undefined) was read as S1P2 ag 5, PostGolgi yeast 2, DAT uptake mod 0.11, CYP2C19 activ 1, CYP2C19 inhib 4, PostGolgi ctrl 14, sEH activator 13, S1P2 antag -5 and sEH inh -16.
For O=C(NCC1CCC(C(=O)O)CC1)c1cccnc1 (centres undefined) the results were S1P2 ag -4, PostGolgi yeast 22, DAT uptake mod -0.14, CYP2C19 activ 1, CYP2C19 inhib 2, PostGolgi ctrl 1, sEH activator -6, S1P2 antag -9 and sEH inh 4.
CCOCc1nnc(NC(=O)c2cc(Cl)ccc2OC)s1 was read as S1P2 ag -4, PostGolgi yeast 6, DAT uptake mod 0.77, CYP2C19 activ 1, CYP2C19 inhib 2, PostGolgi ctrl -4, sEH activator -2, S1P2 antag -27 and sEH inh 3.
`CN(C)CCOc1ncnc2c1oc1ccccc12` gave S1P2 ag -4, PostGolgi yeast 1, DAT uptake mod -0.74, CYP2C19 activ 1.2, CYP2C19 inhib -18, PostGolgi ctrl 13, sEH activator 19, S1P2 antag -16 and sEH inh -19.
